High-throughput results as filed in PubChem BioAssay.
TDP2 absorb = blocks human TDP2 phosphodiesterase activity | O95551 | inhibition, % at 12.8 µM | actives 0.34% (n = 370,000) | recombinant TDP2, T5PNP hydrolysis, p-nitrophenol absorbance 415 nm;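 active = inhibition above the mean of all tested compounds plus 3 SD, set per campaign, cut at about 25% in these data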;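 also: 0% = DMSO with enzyme and 100% = buffer with substrate but no TDP2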
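Material: recombinant human TDP2; quantity: TDP2 enzyme at 120 nM final; medium: Tris-HCl pH 7.5 with MgCl2; compound: single concentration, 12.8 µM nominal, with 1% DMSO; incubation: 2 h enzyme incubation at 37 °C; signal: epi absorbance; measure: percent inhibition; benchmarks: high control without enzyme, low control DMSO plus TDP2; repeats: singlicate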
PRMT1 inh = inhibitors of human PRMT1; recombinant PRMT1, activity-based probe fluorescence polarization; inhibition, % at 2.79 µM; actives 1.3% (n = 370,000); AID 652257;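 active = inhibition above about 21% made by adding two undisclosed values, limit read from the data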
Target sequence (Q99873 whole entry, looked up): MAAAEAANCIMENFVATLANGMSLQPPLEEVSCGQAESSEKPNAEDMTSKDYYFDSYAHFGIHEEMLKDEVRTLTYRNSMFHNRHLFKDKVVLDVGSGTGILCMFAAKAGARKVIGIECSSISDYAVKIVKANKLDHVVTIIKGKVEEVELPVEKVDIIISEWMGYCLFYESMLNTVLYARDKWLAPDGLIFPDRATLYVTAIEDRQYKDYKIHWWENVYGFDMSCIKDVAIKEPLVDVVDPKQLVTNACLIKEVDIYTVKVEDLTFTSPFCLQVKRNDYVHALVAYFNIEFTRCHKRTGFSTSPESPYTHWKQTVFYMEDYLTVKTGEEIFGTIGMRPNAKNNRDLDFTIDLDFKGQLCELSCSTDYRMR
mABHD4 FP = inhibits mouse alpha/beta hydrolase domain 4; inhibition, % at 8.92 µM; actives 0.54% (n = 370,000); purified mABHD4, FP-Rh probe fluorescence polarization; AID 720543; Q8VD66;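 active = inhibition exceeding the mean over every tested compound plus 3 SD, cut at about 30% in these data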;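 also: 0% = plate median of compound wells and 100% = S159A mutant with DMSO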
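Assay system: mABHD4 protein; medium: HEPES pH 7.0, NaCl, Pluronic buffer; dosing: 8.92 µM, single dose; schedule: 45 min + 60 min at 25 °C; signal: FP readout, ex 525 nm / em 598 nm; read-out: normalized percent inhibition of probe labeling; repeats: single replicate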
LEDGF integ inh = blocks HIV-1 LEDGF/p75-dependent DNA integration; TR-FRET IN-LEDGF/p75 DNA integration, Eu/Cy5; inhibition, % at 3.7 µM; actives 0.64% (n = 370,000);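 active = inhibition above the screen-wide mean plus 3 SD, cut at about 13% in these data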;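 also: signal is the Cy5 over europium emission ratio at 671 and 618 nm; 0% = plate median of compound wells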
GC-B act = GC-B (human) receptor activation | P20594 | HEK293-GC-B cells, CNP EC30, cGMP TR-FRET; 0% at EC30 CNP, 100% saturating CNP | activation, % at 10 µM | actives 0.11% (n = 370,000) | AID 1920062;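 active = activation at 10 µM reaching about 35% in either raw or pattern-adjusted values, limit read from the data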
HTRA1 inhibitor = HTRA1 (human) protease inhibition; recombinant HTRA1, FP-rhodamine activity-based probe, fluorescence polarization; actives 0.5% (n = 340,000); inhibition, % at 5.96 µM; AID 504803; Q92743; in the data active = inhibition above about 36%;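 also: 0% = enzyme with DMSO and 100% = wells lacking enzyme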
Target sequence (Q92743 whole entry, looked up): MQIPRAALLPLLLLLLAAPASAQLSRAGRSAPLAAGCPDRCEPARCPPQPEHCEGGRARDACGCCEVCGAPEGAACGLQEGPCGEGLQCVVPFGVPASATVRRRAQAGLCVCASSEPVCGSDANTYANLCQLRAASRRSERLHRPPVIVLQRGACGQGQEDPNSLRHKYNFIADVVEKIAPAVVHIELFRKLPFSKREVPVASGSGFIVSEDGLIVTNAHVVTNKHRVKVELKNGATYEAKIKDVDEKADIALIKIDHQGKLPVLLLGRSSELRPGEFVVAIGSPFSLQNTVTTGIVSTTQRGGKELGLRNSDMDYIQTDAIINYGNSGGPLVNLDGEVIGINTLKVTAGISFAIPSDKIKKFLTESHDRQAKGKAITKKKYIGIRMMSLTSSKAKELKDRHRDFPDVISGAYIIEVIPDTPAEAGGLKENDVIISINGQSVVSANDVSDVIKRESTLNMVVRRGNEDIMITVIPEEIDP
MBD2 inh = blocks human MBD2 binding to methylated DNA. Q9UBB5. AID 686964. inhibition, % at 4.4 µM. TR-FRET, MBD2 binding to methylated oligonucleotide. actives 0.31% (n = 370,000); in the data active = inhibition above about 13%
TCR CD3 inh = blocks the human TCR-CD3 interaction; TAMRA-labeled TCR probe fluorescence, biochemical; AID 651800; actives 0.37% (n = 360,000); inhibition, % at 9.4 µM; in the data active = inhibition above about 19%;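 also: recombinant mutant TCR 2C K166C tagged with TAMRA read by polarization; 0% = receptor in buffer alone and 100% = receptor with positive control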
rCAG RNA binder = r(CAG) repeat RNA binding. TO-PRO-1 dye displacement fluorescence. inhibition, % at 3 µM. actives 1.3% (n = 370,000). AID 651821;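 active = inhibition above the plate cutoff, the mean of all test compounds on that plate plus 3 SD, cut at about 35% in these data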;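 also: 0% = DMSO alone and 100% = 100 µM mitoxantrone as full dye displacement; higher means more dye released from RNA so lower well fluorescence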
SIAE primary = human SIAE inhibition, primary screen; actives 0.69% (n = 370,000); inhibition, % at 9.66 µM; Q9HAT2; SIAE FP-Rh probe binding, fluorescence polarization;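 active = inhibition above a cutoff: mean of compounds within the control limits plus 3 SD of those, cut at about 17% in these data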;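 also: 0% = plate median of compound wells and 100% = probe without SIAE protein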
Active calls of the source: *; nt = not tested or not shown. This is a subset; count on the stated rates, not on these rows.

SMILES | TDP2 absorb | PRMT1 inh | mABHD4 FP | LEDGF integ inh | GC-B act | HTRA1 inhibitor | MBD2 inh | TCR CD3 inh | rCAG RNA binder | SIAE primary
O=C(Nc1cc(Cl)ccc1N1CCOCC1)c1cccnc1Cl | 10 | 1 | 1 | -1 | 2 | 9 | -5 | 12 | -2 | -1
CCS(=O)(=O)Nc1ccc(-c2ccc(NS(=O)(=O)CC)c(OC)c2)cc1OC | 10 | 0 | 0 | 2 | 4 | 2 | -3 | 10 | 6 | 6
C=CCN1C(=O)C(CC(=O)Nc2ccccc2)SC1=Nc1c(C)n(C)n(-c2ccccc2)c1=O (centres undefined) | 0 | 2 | 5 | -2 | 1 | 6 | 3 | 5 | -4 | 8
CC(C)(C)OC(=O)NNC(=O)c1ccc(Cl)cc1 | 2 | 2 | -6 | 0 | 2 | 0 | 5 | -11 | -1 | 0
COc1ccc([C@@H]2[C@@H]3C(=O)N(C(C)(C)C)C(=O)[C@@H]3[C@]3(CC(C)C)C(=O)N(c4ccccc4)C(=O)N23)cc1 | 5 | -2 | 0 | 2 | -16 | -26 | 2 | 8 | -3 | 3
CC1CCN(CC(O)COc2ccc(OCC(O)CN3CCC(C)CC3)cc2)CC1 (centres undefined) | -6 | -1 | 3 | 3 | 6 | 0 | 0 | 0 | -5 | -3
CC1CCN(C(=O)CN2C(=O)NC(c3ccccc3)(c3ccccc3)C2=O)CC1 | -22 | -3 | -4 | 1 | -1 | -3 | 3 | -2 | -1 | -16
Cc1ccc(C(=O)Nc2cccc(C(=O)N/N=C/c3ccccc3F)c2)cc1 | -5 | -3 | -49 | 2 | 1 | -66 | -4 | -1 | 7 | -6
COc1ccc(-c2nnn(Cc3nn[nH]n3)n2)cc1OC | -4 | 8 | 3 | 1 | 3 | -1 | -5 | -5 | 5 | 3
CCc1ccc(C2c3[nH]c4ccccc4c3CCN2C(=O)CNC(N)=O)cc1 (centres undefined) | -9 | -8 | 2 | 3 | 9 | -6 | -2 | 8 | 0 | 0
COc1ccccc1N1CCN(C(=O)c2cccc(S(=O)(=O)N3c4ccccc4CC3C)c2)CC1 (centres undefined) | -6 | -1 | -8 | 2 | 6 | -4 | 1 | -7 | 3 | -2
COc1ccc(NC(=O)c2cc([N+](=O)[O-])ccc2N2CCCC2)cc1 | 7 | 0 | 5 | -2 | 2 | nt | 0 | 7 | 1 | 7
Cc1ccc(N2C(=O)C(Cl)=C(NCc3ccccc3)C2=O)c(C)c1 | -18 | 6 | -36 | 0 | 3 | -16 | 0 | -8 | 7 | -5
O=C(CC1S/C(=N/N=C/c2c[nH]c3ccc(OCc4ccccc4)cc23)NC1=O)Nc1ccccc1 (centres undefined) | 7 | 0 | -9 | -1 | 5 | 9 | 4 | 2 | 40* | 8
CCN(CC)CCCNc1oc(-c2ccccc2[N+](=O)[O-])nc1C#N | 10 | 0 | 10 | 4 | -1 | 7 | -9 | 1 | 1 | 7
NS(=O)(=O)c1ccc(CCNC(=O)CCCCCn2c(=S)[nH]c3ccc(Br)cc3c2=O)cc1 | -13 | 0 | -46 | -7 | -3 | -38 | 6 | 3 | 9 | -76
Cc1ccc(C2CC(c3cccs3)n3nc(N)nc3N2)cc1 (centres undefined) | -2 | 0 | 5 | -2 | -1 | -11 | 1 | 3 | -2 | -3
O=C(CCN1CCN(c2ccc(Cl)cc2)CC1)Nc1nccs1 | 1 | 1 | 5 | 2 | 1 | 3 | 4 | 6 | -6 | -2
CC(C)Cc1ccc(CN2CCCC(NC(=O)CCCN3CCCC3=O)C2)cc1 (centres undefined) | 0 | 5 | 6 | -3 | 0 | 8 | 1 | 2 | -10 | 3
O=C(CSc1nc2ccccc2s1)NCCOc1ccc(Cl)cc1 | 2 | -3 | -13 | 1 | -7 | -13 | 1 | 3 | -4 | -10
CCc1nc2ccc(C(=O)NCCOc3ccc(OC)cc3)cn2c1N(C)C(=O)COc1ccccc1 | 6 | 1 | 7 | -1 | 1 | nt | 1 | -4 | -1 | 0
CC(C)(O)C#Cc1ccc(C(=O)N2CCN(c3ccccc3)CC2)cc1 | 1 | 1 | 2 | -3 | -3 | 0 | 0 | -7 | -4 | 0
O=C(O)CCC(=O)N1CCN(c2ncccc2C(F)(F)F)CC1 | -1 | 6 | -2 | -2 | 4 | 4 | -7 | -8 | -2 | -1
CCS(=O)(=O)c1nc(S(=O)(=O)c2ccc(Cl)cc2)c(N2CCc3ccccc3C2)s1 | -13 | -3 | -1 | 5 | 0 | -15 | -6 | -7 | 4 | -1
COc1ccc(-c2noc(CCC(=O)N3CCN(c4cccc(C)c4C)CC3)n2)cc1 | -14 | -1 | -17 | 3 | 7 | -26 | -3 | -6 | 3 | -3
COc1ccc(NS(=O)(=O)c2ccc(Br)s2)cc1OC | -10 | 2 | -3 | 4 | -2 | -4 | 1 | -2 | 2 | 2
CCOC(=O)N1CCC(NC(=O)C2CCCN(Cc3nc(-c4cccc(C)c4)oc3C)C2)CC1 (centres undefined) | -3 | 1 | 6 | 3 | 2 | -4 | -4 | 6 | -8 | 2
COc1ccc(/C=N/NC(=O)c2nc(-c3ccccc3)cc(-c3ccccc3)n2)cc1O | 8 | -2 | -7 | -3 | 3 | 27 | -2 | -2 | 15 | 10
Cc1ccc(NC(=S)Nc2cccc3ccccc23)cc1F | 0 | 1 | 9 | -4 | 4 | -6 | 4 | 5 | 4 | 10
COc1ccccc1NC(=O)Cn1nnc(-c2ccccc2NS(=O)(=O)c2ccccc2)n1 | -4 | 2 | -20 | -1 | 1 | -42 | 0 | -1 | 9 | -18
COc1ccc(C2CC(c3ccccc3)=NN2C(=O)COC(=O)C2CC2)cc1 (centres undefined) | -10 | 0 | -10 | 7 | 1 | 11 | -4 | 6 | 1 | 12
C[C@@H]1CN([C@H](C)CO)C(=O)c2c(c3ccccc3n2C)-c2ccccc2CO[C@H]1CN(C)Cc1ccc2c(c1)OCCN2C | -8 | -2 | 5 | -12 | 3 | 2 | -2 | 3 | 1 | -1
CCOc1ccc(OCC)c(S(=O)(=O)n2cnc(C)c2)c1 | -3 | -1 | 1 | -6 | 2 | 6 | -2 | -9 | -5 | -4
Cc1cccc(CN2CCNC2=O)c1 | -1 | 2 | 0 | 3 | 4 | -2 | 0 | 2 | 0 | 0
CCCC(=O)N1CCC1(C)C(=O)Nc1ccc(C)cc1 (centres undefined) | -8 | -3 | 2 | 0 | -1 | nt | 0 | -6 | 1 | -2
Cc1cc(N/C=C/C(=O)c2ccccc2)ccc1Br | -4 | -2 | -10 | -2 | -3 | -10 | -2 | 10 | 7 | -2
NC(=O)NC(=O)COC(=O)CCCc1c[nH]c2ccccc12 | -4 | -1 | 6 | 1 | 3 | -1 | -4 | 1 | 3 | 6
CCOC(=O)C(=O)c1csc(NC(=O)CCSc2ccc(C)cc2)n1 | 12 | 3 | 0 | 2 | -3 | 4 | 3 | -6 | -2 | 1
COc1cc(OC)c(N2CC(C(=O)Nc3cc(Cl)ccc3N3CCOCC3)CC2=O)cc1Cl (centres undefined) | -1 | 1 | 6 | 3 | -7 | 0 | 1 | 5 | 0 | -2
O=C(O)C1CC(=O)N(c2ccc(OCc3ccccc3)cc2)C1 (centres undefined) | -11 | 2 | 0 | 1 | 4 | 3 | -1 | 4 | 2 | 2

Whole records, looked up by structure. Order of values: TDP2 absorb, PRMT1 inh, mABHD4 FP, LEDGF integ inh, GC-B act, HTRA1 inhibitor, MBD2 inh, TCR CD3 inh, rCAG RNA binder, SIAE primary
Shown for COc1ccc(-c2noc(CCC(=O)N3CCN(c4cccc(C)c4C)CC3)n2)cc1 → -14, -1, -17, 3, 7, -26, -3, -6, 3, -3
Shown for CC(C)(O)C#Cc1ccc(C(=O)N2CCN(c3ccccc3)CC2)cc1 → 1, 1, 2, -3, -3, 0, 0, -7, -4, 0

Remaining list, next part:
SMILES | TDP2 absorb | PRMT1 inh | mABHD4 FP | LEDGF integ inh | GC-B act | HTRA1 inhibitor | MBD2 inh | TCR CD3 inh | rCAG RNA binder | SIAE primary
O=C1c2ccccc2C(=O)N1CCC#Cc1ccc2cc(C3(O)CCCCC3)oc(=O)c2c1 | 1 | 0 | 1 | 1 | 5 | -10 | 2 | -4 | 1 | -11
COc1ccc(Br)cc1/C=N/NC(=O)c1cccc(S(=O)(=O)N2CCOCC2)c1 | 3 | -3 | 0 | 3 | 10 | -19 | -3 | 9 | 5 | -21
COc1ccc(Cl)cc1NC(=O)CN1CCN(C(=O)N2CCOCC2)CC1 | 6 | 1 | -1 | -3 | -2 | 3 | -2 | -1 | -10 | -1
O=C(c1cccc(C(F)(F)F)c1)N1CCOc2ccccc21 | 1 | -4 | -3 | 2 | -1 | -8 | 1 | -2 | -5 | -1
COc1cc2nc(NCCCN3CCN(C)CC3)n3nc(-c4ccccc4)nc3c2cc1OC | -6 | -3 | -8 | 7 | 0 | 2 | 48* | -9 | 4 | -8
CCCCNC(=O)C1CCN(C(=O)Nc2ccc(C)cc2)CC1 | 6 | 2 | 0 | -1 | 7 | 15 | -2 | 0 | -5 | -8
O=C(CSc1nnc2scc(-c3ccccc3)n12)N1CCCc2ccccc21 | 1 | -2 | 0 | 1 | -7 | -7 | 5 | 6 | -7 | 1
COc1ccccc1CNC(=O)CCS(=O)(=O)c1ccc2c(c1)CCN2C(C)=O | -1 | 3 | -3 | -1 | 3 | -2 | 4 | -1 | -2 | 3

Part of the list above in order of count of non-hydrogen atoms, lowest first:
SMILES | TDP2 absorb | PRMT1 inh | mABHD4 FP | LEDGF integ inh | GC-B act | HTRA1 inhibitor | MBD2 inh | TCR CD3 inh | rCAG RNA binder | SIAE primary
O=C(c1cccc(C(F)(F)F)c1)N1CCOc2ccccc21 | 1 | -4 | -3 | 2 | -1 | -8 | 1 | -2 | -5 | -1
COc1ccc(Cl)cc1NC(=O)CN1CCN(C(=O)N2CCOCC2)CC1 | 6 | 1 | -1 | -3 | -2 | 3 | -2 | -1 | -10 | -1
COc1ccc(Br)cc1/C=N/NC(=O)c1cccc(S(=O)(=O)N2CCOCC2)c1 | 3 | -3 | 0 | 3 | 10 | -19 | -3 | 9 | 5 | -21
O=C1c2ccccc2C(=O)N1CCC#Cc1ccc2cc(C3(O)CCCCC3)oc(=O)c2c1 | 1 | 0 | 1 | 1 | 5 | -10 | 2 | -4 | 1 | -11
COc1cc2nc(NCCCN3CCN(C)CC3)n3nc(-c4ccccc4)nc3c2cc1OC | -6 | -3 | -8 | 7 | 0 | 2 | 48* | -9 | 4 | -8
